High-throughput results deposited in PubChem by several laboratories.
ABHD5-PLIN5 inh = blocks binding of human ABHD5 to perilipin-5 | 360,000 tested, 0.78% active | Split G. princeps luciferase complementation, luminescence, 4 h | inhibition, % at 4 µM;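 active = inhibition above the mean inhibition across every tested compound plus 3 SD, cut at about 22% in these data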;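 also: 0% = DMSO only wells and the 100% control is not disclosed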
MC4R barr agon = human MC4R agonism via beta-arrestin. 360,000 tested, 0.98% active. U2OS MC4R beta-arrestin complementation, luminescence; percent of melanotan II response, DMSO zero. activation, % at 8.9 µM;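 active = activation above a per-plate cutoff, the mean activation of sample wells on that plate plus 3 SD, cut at about 8% in these data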
Exocytosis inh = lytic granule exocytosis inhibition; TALL-104 LAMP-1 surface exposure, flow cytometry; cells stimulated with thapsigargin and PMA; inhibition, % at 10 µM; 360,000 tested, 0.66% active;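 active = inhibition above about 55%, limit read from the data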
Vif imaging = blocks HIV Vif function | HEK293T cells, Vif self-association by quenched fluorescence, imaging, 24 h | 340,000 tested, 0.35% active | inhibition, % at 7.49 µM; in the data active = inhibition above about 50%, passing the limit was not always enough; also: some results filed as inactive read as strong as hits
Glyco luc inh = N-linked glycosylation inhibition; D54 ERlucT glycosylation luciferase reporter, 24 h; percent of 100 nM tunicamycin response; reporter increase, % at 12.5 µM; 360,000 tested, 0.23% active; AID 588692;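 active = mean luciferase reporter signal, scaled so untreated is 0 and the glycosylation-blocking control 100, at or above a set limit in every replicate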;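 also: luciferase carries N-glycosylation sites so blocking glycosylation raises the light; 0% = median of neutral control wells and 100% = median of 100 nM tunicamycin wells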
ABCB6 inh MLPCN = inhibitors of human ABC transporter ABCB6; AID 602162; fluorescence ratio to DMSO, % at 10 µM; K562-ABCB6 porphyrin accumulation, flow cytometry, 1 h; stronger effect = lower value; 360,000 tested, 0.19% active;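 active = fluorescence ratio to DMSO below 75%, the collection mean minus 3 SD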;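 also: signal is porphyrin accumulated inside mitochondria; 100% equals median channel fluorescence of DMSO control wells; lower ratio means ABCB6 inhibition with less porphyrin fluorescence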
Target sequence (Q9NP58 whole entry, looked up): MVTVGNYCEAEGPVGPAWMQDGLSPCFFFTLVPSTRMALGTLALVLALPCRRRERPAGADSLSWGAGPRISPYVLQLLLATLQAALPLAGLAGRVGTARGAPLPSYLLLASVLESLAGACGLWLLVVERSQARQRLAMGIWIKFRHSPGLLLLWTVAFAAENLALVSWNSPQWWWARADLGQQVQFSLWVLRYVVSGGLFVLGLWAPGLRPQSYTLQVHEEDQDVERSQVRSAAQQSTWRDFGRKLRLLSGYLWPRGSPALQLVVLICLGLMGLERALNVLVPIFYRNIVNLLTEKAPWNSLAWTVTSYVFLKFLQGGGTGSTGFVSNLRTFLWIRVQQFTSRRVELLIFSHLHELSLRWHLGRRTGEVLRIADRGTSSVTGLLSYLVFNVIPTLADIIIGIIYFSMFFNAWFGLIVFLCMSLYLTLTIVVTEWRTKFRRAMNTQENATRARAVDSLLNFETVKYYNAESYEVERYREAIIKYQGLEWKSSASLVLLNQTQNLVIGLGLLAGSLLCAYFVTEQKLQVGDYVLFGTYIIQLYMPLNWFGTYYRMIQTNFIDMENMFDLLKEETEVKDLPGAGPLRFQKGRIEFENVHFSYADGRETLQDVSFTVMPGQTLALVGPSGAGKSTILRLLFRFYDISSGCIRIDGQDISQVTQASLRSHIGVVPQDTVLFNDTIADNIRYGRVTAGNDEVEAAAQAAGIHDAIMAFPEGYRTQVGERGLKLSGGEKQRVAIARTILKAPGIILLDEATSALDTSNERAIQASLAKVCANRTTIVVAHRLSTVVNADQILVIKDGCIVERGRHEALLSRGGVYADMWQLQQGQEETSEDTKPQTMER
aDG glyco up = alpha-DG glycosylation activation. activation, % at 10 µM. AID 624168. Pro5-aDG cells, alpha-DG glycosylation AlphaScreen (IIH6); 0% Pro5, 100% B10-LARGE cell signal. 360,000 tested, 0.22% active;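 active = activation of at least 8% versus controls, or a plate z-score of at least 8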;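 also: Pro5 are CHO cells carrying HIG-tagged alpha-DG that lacks glycosylation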
NOD2 RIPK2 PPI = inhibitors of human NOD2-RIPK2 interaction; 360,000 tested, 0.38% active; CHO BLA complementation NOD2-RIPK2, CCF4 ratio; inhibition, % at 4.98 µM; O43353; in the data active = inhibition above about 21%;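 also: 0% = vehicle only and 100% = reference blocker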
MC4R antag cAMP = antagonists of human melanocortin 4 receptor (MC4R); P32245; MC4R-expressing cells, MTII-stimulated cAMP, LANCE TR-FRET; inhibition, % at 6.5 µM; AID 540295; 360,000 tested, 0.48% active;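 active = inhibition above its plate's cutoff, the mean of tested wells on that plate plus 3 SD, cut at about 29% in these data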;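 also: 0% = Melanotan II alone and 100% = Melanotan II plus saturating MCL0020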
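Material: human MC4R-expressing U2OS cells. Probe or stimulus: Melanotan II challenge. Dosing: 6.5 µM single dose. Times: 30-min compound, 1-h challenge, 1-h detection, room temperature. Technique: TR-FRET with Eu-cAMP and labeled anti-cAMP, 671 nm. Replication: singlicate.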
TLR9-MyD88 block = blocks human TLR9 binding to MyD88 | Q9NR96+Q99836 | inhibition, % at 4.98 µM | CHO BLA complementation TLR9-MyD88, CCF4 FRET ratio | 340,000 tested, 0.21% active;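 active = inhibition above the mean over all tested compounds plus 3 SD, cut at about 21% in these data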;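 also: 0% = DMSO only wells and 100% = clavulanate BLA inhibitor control wells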
The depositor's hits bear a star; · = not tested or not shown.

SMILES | ABHD5-PLIN5 inh | MC4R barr agon | Exocytosis inh | Vif imaging | Glyco luc inh | ABCB6 inh MLPCN | aDG glyco up | NOD2 RIPK2 PPI | MC4R antag cAMP | TLR9-MyD88 block
O=C(Nc1ccccc1NC(=O)C1CCCO1)c1ccco1 (configuration not stated) | 0 | -2.9 | 0 | · | 0 | 104 | -0.1 | 3 | -6 | -4
O=c1cc(N2CCN(c3ccc(F)cc3)CC2)[nH]c(=O)n1Cc1ccc(F)cc1 | 9 | 1.0 | -2 | -9 | 3 | 99 | 0.2 | -10 | -6 | 2
COc1ccc(C(C(=O)OC(C)CN(C)C)c2ccccc2)cc1 (configuration not stated) | 8 | -1.3 | -1 | -1 | 2 | 86 | 0.4 | 0 | -5 | -5
C[C@@H]1CC2=C(C(=O)OC(C)(C)O2)[C@H](c2ccc(F)cc2)O1 | -10 | · | -2 | · | · | 125 | -0.1 | -2 | · | ·
COCC(=O)N1CCN(c2cccc(Cl)c2)CC1 | 0 | -1.2 | -1 | -5 | -1 | 101 | -0.1 | -5 | 12 | -2
CC(OC(=O)c1ccc(S(=O)(=O)N2CCCCC2)cc1)C(=O)Nc1ccc(C(N)=O)cc1 (configuration not stated) | -5 | -0.8 | 2 | 12 | -3 | 105 | -0.1 | -5 | 2 | -13
CN(Cc1ccccc1)C(=O)COC(=O)c1ccc(S(=O)(=O)N(C)C)cc1 | 0 | -0.3 | -4 | -1 | 0 | 97 | -0.3 | 0 | 22 | 7
Cc1ccoc1C(=O)N1CCCC(CO)(Cc2ccc(F)cc2)C1 (configuration not stated) | -9 | -3.4 | -2 | -8 | 0 | 96 | -0.1 | -2 | 0 | 1
COc1cccc(/C=C2\SC(=O)N(CCC(=O)N3CCC(C(=O)O)CC3)C2=O)c1 | -1 | -2.5 | -2 | 2 | 1 | 98 | 0.3 | -3 | 3 | 8
C=CCn1c(SCC(=O)Nc2nc3ccccc3s2)nnc1-c1ccccc1O | -6 | 1.8 | 5 | -23 | -1 | 79 | 0.0 | 10 | 8 | 2
O=[N+]([O-])c1ccc2nc(-[n+]3c(-c4ccccc4)cc(-c4ccccc4)cc3-c3ccccc3)[nH]c2c1 | -7 | -2.4 | -2 | -1 | -7 | 104 | 1.3 | -9 | 3 | -27
Cc1[nH]c2ccccc2c(=O)c1SC(F)(F)C(F)C(F)(F)F (configuration not stated) | -4 | 0.1 | 1 | -2 | 2 | 95 | -0.2 | -13 | 4 | -4
C=CCN(c1ccccc1Cl)S(=O)(=O)c1cc(C(=O)N2CCCC2)ccc1Cl | -4 | -3.3 | -3 | -2 | 0 | 98 | 0.1 | 14 | 1 | -4
COc1ccccc1CNC(=O)C1CCN(S(=O)(=O)c2ccc(-n3cnnn3)cc2)CC1 | 5 | -1.5 | -7 | -6 | -1 | 94 | 0.0 | -3 | 5 | 8
Cc1cc(=O)oc(C)c1C(=O)NCc1ccccn1 | 4 | -1.6 | 3 | 1 | 2 | 104 | 0.0 | -1 | 10 | 7
Cc1ccccc1-n1c2nc(=O)n(C)c(=O)c-2cc2ccccc21 | 1 | -1.2 | 8 | -3 | 5 | 99 | 0.1 | -5 | 9 | -1
COc1ccc(C2=NN(S(=O)(=O)c3ccccc3)C(c3ccccc3)C2)cc1 (configuration not stated) | 2 | 1.1 | -1 | -8 | -1 | 101 | -0.2 | -2 | -5 | 3
CC[C@]12c3[nH]c4cc(-c5ccco5)ccc4c3CCN1C(=O)[C@@H](CC(=O)NCC13CC4CC(CC(C4)C1)C3)C[C@@H]2C(=O)N1CCN(C(=O)C2CC2)CC1 | 18 | 0.9 | 10 | · | 0 | 98 | 0.3 | -13 | 7 | -6
CCc1nnc(NC(=O)CN2CCOCC2)s1 | -4 | -1.2 | 2 | -5 | 2 | 89 | -0.1 | 1 | 7 | -5
O=C(Nc1nc(-c2ccc3c(c2)OCCO3)cs1)c1ccc(S(=O)(=O)N2CCCCC2)cc1 | -4 | -2.0 | -1 | -12 | -4 | 91 | 0.2 | -11 | 0 | -6
COc1ccccc1N1CCN(C(=O)CSc2nnnn2C2CC2)CC1 | 2 | -2.2 | -5 | -11 | 1 | 98 | -0.1 | -8 | 6 | -1
CCOc1ccc(/C(O)=C2/C(=O)C(=O)N(c3ncccn3)C2c2ccccc2)cc1 (configuration not stated) | 1 | -1.4 | 12 | -10 | 1 | 104 | -0.3 | -3 | 9 | 0
NC(=O)CSc1nc2ccccc2c(=O)n1-c1ccccc1 | 4 | -2.6 | 2 | -5 | 3 | 101 | -0.1 | -7 | -5 | -6
CCN(c1ccccc1)S(=O)(=O)c1ccc(C(=O)NCC(c2cccs2)N(C)C)cc1 (configuration not stated) | -5 | -0.7 | -3 | 5 | 1 | 100 | 0.0 | 2 | 5 | 2
CSc1cnnc2ccccc12 | 4 | -1.1 | 0 | -1 | 3 | 95 | -0.1 | -13 | -4 | -8
COc1ccccc1OCC(=O)Nc1cccc(S(=O)(=O)NC2=NCCCCC2)c1 | 6 | -1.0 | -2 | 7 | 1 | 93 | 0.1 | 4 | 3 | 2
O=C(CSc1nc2ccccc2[nH]1)Nc1c(F)c(F)c(F)c(F)c1F | -3 | -0.8 | -2 | -2 | 2 | 101 | 0.1 | 7 | 10 | -5
CN(CC(=O)Nn1cnnc1)S(=O)(=O)c1ccc(Br)cc1 | -4 | -1.6 | -2 | 1 | 0 | 89 | 0.1 | -21 | -5 | 0
COc1ccccc1N1CCN(C(=O)c2ccc(COc3cccc4c3OC(C)(C)C4)cc2)CC1 | -5 | -2.2 | 1 | -6 | -4 | 91 | -0.1 | -2 | 9 | -12
Cc1nnc(NC(=O)CCN2C(=O)/C(=C\c3ccccc3)SC2=S)s1 | -1 | -1.3 | -3 | 4 | -1 | 97 | -0.2 | 0 | 8 | 1
COC(=O)c1ccc2c(=O)n(-c3ccccc3)c(SCN3C(=O)c4ccccc4C3=O)nc2c1 | 3 | -1.1 | -3 | -18 | 2 | 98 | -0.3 | 3 | 9 | -15
Fc1cc(Cl)ccc1NC1=NCCCCC1 | 6 | -0.5 | -11 | 9 | -2 | 101 | -0.2 | -5 | 20 | 4
Cc1cc(NC(=O)C2CC(=O)N(c3cccc(Cl)c3)C2)no1 (configuration not stated) | -8 | -0.6 | -9 | 1 | 2 | 96 | 0.0 | 1 | -4 | 0
Cc1cn2nc(N)c3ccccc3c2n1 | -5 | 2.1 | 0 | · | 1 | 95 | -0.1 | 37* | 7 | 1
CCOc1ccc(C2C([N+](=O)[O-])=C(C)N(C)C(=O)N2C)cc1OC (configuration not stated) | 0 | 1.2 | 0 | -5 | 3 | 91 | 0.3 | -2 | 2 | 7
O=C(NCC1CCCO1)c1ccc(-c2cccc(C(F)(F)F)c2)o1 (configuration not stated) | 0 | -3.5 | 1 | 17 | 2 | 99 | 0.2 | -3 | 3 | -3
Cc1ccc(S(=O)(=O)Cc2ccc([N+](=O)[O-])cc2)cc1 | 0 | 0.1 | 1 | -4 | -1 | 107 | -0.3 | 4 | 0 | 5
Cc1ccc(-n2nc3c(c2NC(=O)c2ccc4c(c2)OCO4)CS(=O)(=O)C3)cc1C | 3 | -1.1 | -2 | · | 2 | 100 | -0.3 | -5 | 6 | -9
CCCCN(CC)S(=O)(=O)c1ccc(C(=O)Nc2nnc(CSC)o2)cc1 | -4 | -2.3 | 1 | · | 1 | 98 | 1.0 | -22 | -2 | -1
COc1ccc(C(=O)O/N=C(\N)c2ccccn2)cc1 | -6 | -2.7 | -8 | -7 | -19 | 94 | 0.1 | -6 | -5 | 6
CCOC(=O)[C@]12CCCC=C1N(Cc1ccccc1)C(=O)[C@H](CC(=O)NCc1ccccc1)C2 | 4 | · | 3 | · | · | · | 0.1 | -8 | · | ·
CCOc1cccc2sc(N(CCCN(C)C)C(=O)c3ccc(S(=O)(=O)N(C)Cc4ccccc4)cc3)nc12 | 21 | 7.8 | 47 | · | 2 | 93 | 0.4 | -3 | 13 | -5
CCOc1ccc(N(Cc2ccc(C(=O)O)cc2)S(=O)(=O)c2ccc(C)cc2)cc1 | 0 | -1.6 | 12 | 1 | 8 | 100 | 0.2 | 1 | -12 | -1
C/C(CC(=O)Nc1cc(C)ccn1)=N\NC(=O)C(=O)NC(C)C | 1 | -0.1 | -1 | 5 | 0 | 97 | 0.4 | -6 | -3 | ·
CC(C)(C)NC(=O)NC(=O)COC(=O)CNS(=O)(=O)c1ccc(Br)cc1Cl | 0 | -2.6 | 1 | -3 | 0 | 95 | -0.3 | -4 | 20 | -3
Cc1cccc2sc(NC(=O)C3=NN(c4ccccc4)C(=O)CC3)nc12 | 3 | 1.4 | 0 | -8 | 0 | 97 | -0.1 | -8 | 26 | -1
CSc1ccccc1C(=O)N1CCN(S(=O)(=O)c2sc(C(=O)O)c(C)c2C(=O)O)CC1 | 4 | -1.8 | 2 | 2 | 2 | 98 | -0.1 | -10 | 2 | -1
Cc1nnc(SCC(=O)Nc2c(C)n(C)n(-c3ccccc3)c2=O)n1Cc1ccccc1 | 3 | 0.7 | 1 | 0 | 0 | 87 | -0.2 | 1 | 28 | 6
Cc1ccc2nc(NC3=NC4(CCCC4)C4=C(CCCC4=O)N3)oc2c1 | 1 | -1.1 | 1 | · | -12 | 95 | -0.3 | -2 | 5 | ·
CCn1c(SCCC(=O)Nc2ccccc2)nnc1-c1ccc(OC)cc1 | 3 | 2.9 | 0 | -8 | -1 | 98 | -0.2 | -4 | 2 | -4
CN(C)/C=C(\C#N)C(=O)Nc1ccc(F)c(Cl)c1 | -1 | 0.8 | -10 | -3 | -2 | 98 | -0.1 | 7 | 11 | 6
NC(=O)C1CCN(S(=O)(=O)Cc2ccccc2Cl)CC1 | 2 | -1.4 | -5 | -3 | 0 | 97 | -0.2 | -5 | 4 | -4
CC(C)(C)[C@H]1CCC(=O)N([C@H](CN=[N+]=[N-])Cc2ccccc2)CC1 | 0 | 2.3 | -4 | · | -3 | 94 | 0.1 | -4 | 4 | 3
CC(C)Oc1ccc(C(=O)NCc2cccnc2)cc1 | 1 | -0.7 | -6 | -3 | 0 | 97 | 0.0 | -2 | 1 | -1
COc1ccc(CN2CCC(N3CC(C)OC(C)C3)CC2)c(OC)c1OC (configuration not stated) | 3 | 0.2 | 2 | 1 | 2 | 113 | 0.2 | -6 | 0 | 0
Cn1c(=O)n(C/C=C/c2ccccc2)c(=O)c2c1nc1n2CCCN1Cc1ccccc1 | -4 | -2.8 | 4 | -9 | -6 | 102 | -0.3 | 2 | -1 | 4

One compound at a time, from the list above.
Profile of Cc1ccc2nc(NC3=NC4(CCCC4)C4=C(CCCC4=O)N3)oc2c1 : ABHD5-PLIN5 inh = 1; MC4R barr agon = -1.1; Exocytosis inh = 1; Vif imaging = ·; Glyco luc inh = -12; ABCB6 inh MLPCN = 95; aDG glyco up = -0.3; NOD2 RIPK2 PPI = -2; MC4R antag cAMP = 5; TLR9-MyD88 block = ·
Profile of CC(C)(C)NC(=O)NC(=O)COC(=O)CNS(=O)(=O)c1ccc(Br)cc1Cl : ABHD5-PLIN5 inh = 0; MC4R barr agon = -2.6; Exocytosis inh = 1; Vif imaging = -3; Glyco luc inh = 0; ABCB6 inh MLPCN = 95; aDG glyco up = -0.3; NOD2 RIPK2 PPI = -4; MC4R antag cAMP = 20; TLR9-MyD88 block = -3

This is a subset, so the mix of outcomes need not match the whole.
